SW480 rereplic – induces DNA re-replication in SW480 colon adenocarcinoma cells. SW480 DNA re-replication, Hoechst DNA content imaging, 48 h. 1.8% of 340,000 active. AID 624297. Potency, µM (series often up to 46.1 µM), inactives show at the top dose re-replication activation, usual class: activators; further: % of control where 0% means no effect; nearly all actives have a fitted effect of over 55% in size
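Readout is total intensity of Hoechst-stained nuclei, excited at 405 nm and collected at 500-530 nm. Compound treatment lasted 48 hr at 37 C in 5% CO2 before staining.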
KB-V1 cytotox – KB-V1 MDR subline cytotoxicity. 3.4% of 400,000 active. KB-V1 MDR cells viability, CellTiter-Glo, 72 h. AID 1347076. Potency, µM (series often up to 46.1 µM), for the others: top-dose activity change, negative = cytotoxicity, actives largely listed as cytotoxic; further: on the % scale 0 is the no-effect control and ±100 the full control effect; nearly all actives have a fitted effect of over 60% in size
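Cytotoxicity via CellTiter-Glo luminescence after 72 h compound exposure at 37 degrees C. Cells: drug-selected KB-V1 line, DMEM phenol-red free plus 10% FBS. Compounds tested at multiple concentrations; normalized data fitted to concentration-effect curves.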
GLP-1R inv ag – acts as inverse agonist at human GLP-1 receptor. HEK293 GLP-1R CRE-luciferase, luminescence, 24 h; GLP-1R form is constitutively active. Potency, µM (highest dose often 38.3 µM), inactives show at the highest dose activity change, negative = inhibition, actives largely listed as inhibitors. 1.6% of 410,000 active; further: on the % scale 0 is the no-effect control and ±100 the full control effect; nearly all actives have a fitted effect of over 55% in size
Target sequence (P43220 whole entry, looked up): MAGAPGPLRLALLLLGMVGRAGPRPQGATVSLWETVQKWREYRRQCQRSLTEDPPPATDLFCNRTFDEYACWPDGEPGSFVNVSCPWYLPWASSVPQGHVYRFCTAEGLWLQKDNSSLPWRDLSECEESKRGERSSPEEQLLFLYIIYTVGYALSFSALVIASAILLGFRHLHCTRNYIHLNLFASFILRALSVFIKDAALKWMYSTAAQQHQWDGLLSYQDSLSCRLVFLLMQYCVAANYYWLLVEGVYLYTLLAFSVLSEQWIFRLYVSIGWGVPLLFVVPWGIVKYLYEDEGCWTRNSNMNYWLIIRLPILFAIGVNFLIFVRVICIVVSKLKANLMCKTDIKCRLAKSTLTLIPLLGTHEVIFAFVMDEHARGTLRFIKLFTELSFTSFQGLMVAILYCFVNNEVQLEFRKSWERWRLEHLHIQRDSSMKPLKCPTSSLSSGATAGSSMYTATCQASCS
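Stable HEK293 clone (constitutively active GLP-1R + cAMP-response luciferase); 200 cells/uL plated, 12 h pre-culture, compound 24 hr, 37 deg C/5% CO2; detection reagent 12 min RT; luminescence.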
HT1080 IDH1KD tx – toxicity to HT-1080 IDH1 knockdown cells (counter line); HT-1080 IDH1 knockdown viability, ATP luminescence, 48 h; Potency, µM (series often up to 46.1 µM), for inactives: at the highest dose activity, negative = toxicity, actives largely listed as cytotoxic; 2% of 360,000 active;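 further: 0% = DMSO wells and -100% = cell-free medium wells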
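After a 2 h attachment period, IDH1KD HT-1080 cells took pin-transferred compound for 48 h at 37 °C; ATP-based luminescence after 10 min room-temperature reagent incubation reported viability.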
TDP-43 yeast inh – rescues yeast growth from TDP-43 toxicity; TDP-43 expressing yeast growth rescue, BacTiter-Glo, 24 h; Potency, µM (titrated, usually from 46.1 µM), for inactives: top-dose growth rescue (activation), hits mostly activators; 1.8% of 410,000 active; AID 652104; further: % of control where 0% means no effect; nearly all actives have a fitted effect of over 50% in size
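Yeast expressing TDP-43 (pregrown in raffinose, seeded at OD600=0.02 in galactose medium) exposed to compounds 24 hr at 30 deg C. Growth read by BacTiter-Glo luminescence; rescue of toxicity appears as increased signal.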
HT1080NT lethal – kills 2HG-producing HT-1080-NT fibrosarcoma cells; HT-1080-NT fibrosarcoma viability, CellTiter-Glo ATP luminescence, 48 h; Potency, µM (doses to about 46.1 µM), for inactives: top-dose activity, negative = less viability, most hits filed as cytotoxic; 1.6% of 360,000 active; AID 686970;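 further: NT is the 2HG producing partner of a matched IDH1 knockdown line; 0% = DMSO-treated cells and -100% = media-only wells without cells; nearly all actives have a fitted effect of over 55% in size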
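Viability by CellTiter-Glo luminescence after 48 h compound exposure at 37C of HT-1080-NT cells (750/well, RPMI, 5% FBS). % activity scaled between DMSO wells and medium-only wells, then curve-fitted and categorized by curve class.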
KB-3-1 cytotox – KB-3-1 parental cell cytotoxicity | Potency, µM (series often up to 46.1 µM), without a hit: at the top dose activity change, negative = cytotoxic, most hits filed as cytotoxic | KB-3-1 viability, CellTiter-Glo ATP luminescence, 72 h | 1.4% of 400,000 active; further: on the % scale 0 is the no-effect control and ±100 the full control effect; nearly all actives have a fitted effect of over 60% in size
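Parental KB-3-1 adenocarcinoma cells in phenol-red-free DMEM with 10% FBS were pin-treated with compounds at several concentrations, incubated 72 h at 37 °C, and viability read by CellTiter-Glo luminescence; concentration-effect curves were fitted after normalization.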
GLP1R cytotox – cytotoxicity counter-screen for GLP-1 receptor inverse agonists | HEK293 cAMP-luciferase reporter cells, luminescence, 24 h | Potency, µM (titrated, usually from 38.3 µM), without a hit: top-dose activity change, negative = inhibition, actives largely listed as inhibitors | 0.13% of 410,000 active | AID 624418;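 further: loss of luciferase light is scored as toxicity; on the % scale 0 is the no-effect control and ±100 the full control effect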
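1536-well qHTS counterscreen of the MLSMR; 200 cells/uL, 12 h pre-incubation, 23 nL cpd, 24 h at 37 deg C 5% CO2, luciferase detection reagent, 12 min RT, luminescence. Inhibition = undesired.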
GLP-1R agonist – GLP-1 receptor (human) agonism | 0.007% of 380,000 active | HEK293 GLP-1R CRE-luciferase, luminescence, 4-6 h; cells express a hypersensitive GLP-1R form | AID 624172 | Potency, µM (titrated, usually from 45.6 µM), without a hit: top-dose activation, actives largely listed as activators; further: % of control where 0% means no effect
* marks the source's active call; other numbers are inactive results; ? = inconclusive; / = not tested or not shown; & = joins results of further samples; [ ] = remark or other dose. The call rests on the fitted dose curve; in most records, active means well fitted curve in the direction sought with a large enough effect; inconclusive means small, poorly fitted or top-dose-only effect, or another doubt; inactive means no such curve, though single readings can be large; an effect the other way counts as inactive or inconclusive. Potency means the concentration at half of the fitted maximal effect.

SMILES	SW480 rereplic	KB-V1 cytotox	GLP-1R inv ag	HT1080 IDH1KD tx	TDP-43 yeast inh	HT1080NT lethal	KB-3-1 cytotox	GLP1R cytotox	GLP-1R agonist
CC(=O)c1nn(-c2ccc(Cl)cc2)c(=O)[nH]c1=O	-10%	8%	-20%	-4%	-26%	2%	1%	-3%	-3%
Cc1onc(-c2c(F)cccc2Cl)c1C(=O)N1CCN(S(C)(=O)=O)CC1	-11%	3%	4%	0%	-21%	-3%	14%	0%	-5%
Cc1[nH]n(-c2ccccc2)c(=O)c1C=NCCc1ccccc1	-4%	1%	-19%	0%	?	1%	0%	-6%	-6%
CCOC(=O)C(C)n1cnc2c(nnn2-c2ccc(OC)cc2)c1=O (stereo not drawn)	-3%	?	0%	1%	-2%	2%	4%	-20%	1%
Cc1oc2ccc(O)c(CN3CCOCC3)c2c1C(=O)Nc1cccc(Cl)c1C	/	17%	-8%	/	18%	/	7%	-1%	/
COc1ccccc1CNC(=O)c1ccc2nc(CCc3ccccc3)oc2c1	/	0%	4%	/	7%	/	-1%	4%	/
CCC(=O)OC1(C)C(=O)C2=COC(c3ccc(OC)cc3)=CC2=C(Br)C1=O (stereo not drawn)	-1%	0%	2%	6%	?	12%	13%	7%	-5%
CCOC(=O)c1cnc(-n2cc(C)cn2)nc1Nc1ccccc1OC	10%	1.8µM*	11%	28%	25%	-4%	?	2%	-7%
CCn1c2ccccc2c2cc(NC(=O)c3ccco3)ccc21	-2%	?	-16%	?	?	?	24%	-2%	8%
CCOc1ccc2[nH]c(=O)c(C(c3nnnn3Cc3ccco3)N3CCCC(C)C3)cc2c1 (stereo not drawn)	1%	2%	16%	1%	11%	-3%	-1%	13%	21%
CCCNC(=O)C1(C)CCCN(Cc2cccs2)C1 (stereo not drawn)	/	24%	-28%	0%	11%	5%	0%	-8%	6%
CCOc1ccc(-c2cn3c(n2)sc2cc(C(=O)NCCCN4CCCCCC4)ccc23)cc1	/	?	8%	/	16%[9.22 µM]	/	-1%	-7%	/
Cc1ccc(OCc2nc3ccccc3n2C(C(=O)NC(C)(C)C)c2ccncc2)cc1 (stereo not drawn)	/	?	-8%	0%	0%	16%	1%	0%	/
CCOC(=O)c1cccc(NC(=O)c2cc3cc4ccc(C)cc4nc3s2)c1	/	-11%	6%	/	10%	/	3%	2%	1%
Cc1cc(C)cc(N2C(=O)CC(Sc3nnnn3-c3ccccc3)C2=O)c1 (stereo not drawn)	2%	-2%	?	2.5µM*	-6%	7.1µM*	-5%	?	-28%
COCCSc1nc(N)c(NC(=O)c2ccco2)c(=O)[nH]1	-2%	?	1%	7%	17%	7%	7%	0%	-11%
COc1ccccc1NC(=O)CCn1c(=O)sc2ccccc21	-2%	-4%	-2%	0%	20%	?	2%	-11%	5%
CCN(CC(=O)NCc1ccc(Cl)cc1)C(=O)CCC(=O)c1ccc(C)cc1	?	?	-24%	-15%	-5%	-5%	0%	4%	5%
CC(C)c1ccc(NC(=O)c2cccn2-c2nnc(N3CCCCC3)s2)cc1	/	-14%	?	/	4%	/	-7%	8%	/
CC(C)Cn1cc(C(=O)NCCCN2CCC(C)CC2)c2c3ccccc3n(C)c2c1=O	-4%	3%	14%	12%	-3%	2%	-3%	1%	12%
COCCN(C(=O)CSc1n[nH]c(-c2ccccc2)n1)c1c(N)n(CC(C)C)c(=O)[nH]c1=O	3%	19%	5%	0%	10%	-4%	5%	8%	3%
CC(C)=N/N=C1\NC(=O)C(C)S1 (stereo not drawn)	-6%	29%	-18%	4%	6%	6%	3%	-19%	12%
CCOc1cc(CN2CCC(n3nccc3NC(=O)C3CC3)CC2)ccc1O	23%	19%	12%	11%	19%	3%	5%	-20%	13%
Cc1ccc2nc(NCc3ccco3)c(C=NCc3ccco3)c(=O)n2c1	-4%	-5%	4%	-1%	-13%	2%	14%	-10%	2%
Cc1ccc(C(=O)c2cccc(N)c2)cc1C	-42%	26%	-28%	6%	3%	-4%	-4%	3%	6%
CCN(CC)S(=O)(=O)c1ccc(/C=C/C(=O)Nc2ccc(F)cc2F)cc1	26%	-26%	?	-20%	7%	-3%	?	5%	11%
Cc1[nH]c2ccccc2c1C(=O)CN1CCN(C/C=C/c2ccccc2)CC1	4%	?	?	?	-10%	23µM*	?	?	-2%
Cc1ccc(CNC(=O)CCS(=O)(=O)Cc2ccc(C)cc2)cc1	?	-9%	-5%	-1%	-28%	-6%	11%	1%	-3%
CCOC(=O)N1CCN(S(=O)(=O)c2cc(Cl)ccc2Cl)CC1	2%	-20%	-21%	-1%	?	-3%	1%	3%	15%
Cc1cccc(C)c1NC(=O)CN(C)CC(=O)Nc1ccccc1Oc1ccccc1	-2%	?	?	-2%	-14%	-7%	0%	8%	10%
Cc1ccc(CNC(=O)C2CCCN(S(=O)(=O)c3c(C)n[nH]c3C)C2)cc1 (stereo not drawn)	?	-8%	16%	12%	-17%	11%	-2%	6%	1%
O=C(O)CC1(CC(=O)Nc2ccccc2Br)CCCC1	-6%	12%	9%	9%	-24%	9%	-19%	-1%	8%
CN(CCC1CCOCC1)Cc1cn[nH]c1-c1ccc(-c2ccccc2)cc1	?	-3%	?	0%	10%	1%	-2%	-2%	28%
CCC(=O)N1CCc2cc(OC)c(OC)cc2C1COc1ccc(OC)cc1 (stereo not drawn)	3%	?	-8%[0.307 µM]	-20%	/	-21%	16%	-5%[0.307 µM]	?
COc1ccc(OCC(=O)N2N=C(C)CC2(O)C(F)(F)F)cc1 (stereo not drawn)	-18%[1.84 µM]	25%	-10%	12%	/	7%	-3%	?	0%
COc1ccccc1NC(=O)c1sc2nc3c(c(C(F)(F)F)c2c1N)CN(C(C)=O)CC3	/	10%	24%	/	?	/	0%	0%	/
CCN(CC)CCNC(=O)c1cc2c(=O)n(C)c3cc(Cl)ccc3c2s1	/	?	-14%	/	-10%	/	-8%	16%	3%
CC1CC1C(=O)N1CCN(S(=O)(=O)c2cc(C(F)(F)F)cc(C(F)(F)F)c2)CC1 (stereo not drawn)	-10%	?	?	-13%	6%	-1%[9.24 µM]	-2%	-19%	0%
COc1ccc2nc(N(CCN(C)C)C(=O)c3ccc4c(c3)OCCO4)sc2c1	-4%	7%	?	3%	-3%	0%	?	1%	-5%
COc1ccccc1NC(=O)C1=C(C)NC2=C(C(=O)CC(c3ccc(OC)c(OC)c3)C2)C1c1coc2ccccc2c1=O (stereo not drawn)	0%&17%	?	6%	-12%	4%	-1%	-3%	-13%	6%
Cc1ccc(-c2nc3sc4c(c3c(=O)n2N)CC(C)(C)OC4)cc1	-2%	2%	-7%	16%	5%	29%	?	-10%	-9%
Cc1ccc(NC(=O)/C=C/c2cccs2)c([N+](=O)[O-])c1	21µM*	5.8µM*	2%	-22%	20%	?	?	-27%	-9%
CCc1cccc(CN2CCC(CNC(=O)Nc3ccc(Cl)cc3)CC2)c1	-18%	?	?	9%	8%	15%	5%	6%	1%
O=C(NC(=S)Nc1ncc(Br)cc1Br)c1ccccc1	-1%	-23%	?	-9%	?	-5%	-6%	?	8%
COc1ccc(N2CCN(C(CNS(=O)(=O)c3ccccc3)c3ccccc3)CC2)cc1 (stereo not drawn)	-16%	15%	?	-2%	3%	-2%	12%	-20%	4%

Rewritten in CSV form: part of the list above.
SMILES,SW480 rereplic,KB-V1 cytotox,GLP-1R inv ag,HT1080 IDH1KD tx,TDP-43 yeast inh,HT1080NT lethal,KB-3-1 cytotox,GLP1R cytotox,GLP-1R agonist
CCOc1ccc(-c2cn3c(n2)sc2cc(C(=O)NCCCN4CCCCCC4)ccc23)cc1,/,?,8%,/,16%[9.22 µM],/,-1%,-7%,/
Cc1ccc(OCc2nc3ccccc3n2C(C(=O)NC(C)(C)C)c2ccncc2)cc1 (stereo not drawn),/,?,-8%,0%,0%,16%,1%,0%,/

More records:
SMILES	SW480 rereplic	KB-V1 cytotox	GLP-1R inv ag	HT1080 IDH1KD tx	TDP-43 yeast inh	HT1080NT lethal	KB-3-1 cytotox	GLP1R cytotox	GLP-1R agonist
Cn1c(=O)c(C(=O)NCc2ccccc2)c(O)c2ccccc21	-2%[9.22 µM]	-6%	3%	2%	-10%	30%	-2%	7%	-27%
CCOC(=O)CNC(=S)N(Cc1ccccc1)Cc1cccs1	-7%	?	?	1%	-1%[9.22 µM]	0%	-2%	-2%	5%
CC1(c2nnc(Cc3ccccc3)o2)CC(c2ccc(C#N)cc2)=NO1 (stereo not drawn)	-7%	-11%	5%	-2%	?	-5%	3%	8%	4%
Cc1cccc(NC(=O)CSc2nc3[nH]c(=O)cc(O)c3s2)c1	-10%	-10%	8%	-8%	3%	-11%	?	6%	-34%
CCS(=O)(=O)C1=NSC2=NC(=O)/C(=C\c3ccc(OC(=O)c4ccco4)cc3)C(=N)N21	-8%	?	7%	16%	-1%	11%	0%	-20%	-2%
Cc1occc1C(=O)Nc1ccccc1C#N	-9%	0%	1%	18%	3%	1%	?	7%	-3%
CC(CCc1ccccc1)NC(=O)COC(=O)c1ccccc1O (stereo not drawn)	-7%	15%	-4%	7%	11%	0%	9%	7%	7%
O=C(Nc1ccccc1)OCc1cn(-c2ccc(Cl)cc2)nn1	0%	8%	?	-1%	6%	-1%	12%	-4%	-4%
CCOc1ccccc1NC(=O)Cn1nnc2sc3c(c2c1=O)CCC(C(C)(C)C)C3 (stereo not drawn)	/	-26%	2%	/	-6%	/	-6%	2%	/

By substructure: those above with a cyano group
SMILES	SW480 rereplic	KB-V1 cytotox	GLP-1R inv ag	HT1080 IDH1KD tx	TDP-43 yeast inh	HT1080NT lethal	KB-3-1 cytotox	GLP1R cytotox	GLP-1R agonist
CC1(c2nnc(Cc3ccccc3)o2)CC(c2ccc(C#N)cc2)=NO1 (stereo not drawn)	-7%	-11%	5%	-2%	?	-5%	3%	8%	4%
Cc1occc1C(=O)Nc1ccccc1C#N	-9%	0%	1%	18%	3%	1%	?	7%	-3%
